MCF10A rereplic – inducers of DNA re-replication in MCF 10A breast cells; MCF 10A DNA re-replication, Hoechst nuclear intensity, 48 h; Potency, µM (titrated, usually from 46.1 µM), for inactives: at the highest dose activity, positive = re-replication, actives largely listed as activators; 350,000 compounds, 2.9% hits; AID 624296; also: potency is read from the fitted curve at half-maximal effect; % of control where 0% means no effect; nearly all actives have a fitted effect of over 50% in size
HT1080 IDH1KD tx – toxicity to HT-1080 IDH1 knockdown cells (counter line); Potency, µM (doses to about 46.1 µM), inactives show at the highest dose activity, negative = toxicity, most hits filed as cytotoxic; 360,000 compounds, 2% hits; HT-1080 IDH1 knockdown viability, ATP luminescence, 48 h;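 also: potency is read from the fitted curve at half-maximal effect; 0% = DMSO wells and -100% = cell-free medium wells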
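Using the IDH1-knockdown HT-1080 line run in the same batch and compound series as the NT line, viability after 48 h at 37 °C was determined by CellTiter-Glo luminescence and expressed as % activity.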
KB-V1 cytotox – KB-V1 MDR subline cytotoxicity. 400,000 compounds, 3.4% hits. Potency, µM (series often up to 46.1 µM), without a hit: at the top dose activity change, negative = cytotoxicity, hits mostly cytotoxic. KB-V1 MDR cells viability, CellTiter-Glo, 72 h; also: potency is read from the fitted curve at half-maximal effect; % is scaled to controls: 0 for no effect and ±100 for the full control effect; nearly all actives have a fitted effect of over 60% in size
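KB-V1, DMEM (no phenol red) + 10% FBS; cpd pin-transferred, titration series; 72 h, 37 degrees C; CellTiter-Glo, luminescence. Data normalized, curve-fit.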
ATXN viability – viability counter-screen for ATXN expression inhibitors; S2 cells (HEK-293 line with an ATXN2-luciferase reporter) viability, CellTiter-Fluor protease fluorescence, 24 h; Potency, µM (top dose mostly 56.7 µM), actives largely listed as cytotoxic; 400,000 compounds, 0.49% hits; also: potency is read from the fitted curve at half-maximal effect; nearly all actives have a fitted effect of over 40% in size
HT1080-NT tox – kills 2HG-producing HT-1080-NT fibrosarcoma cells; Potency, µM (series often up to 46.1 µM), for the others: at the highest dose activity, negative = less viability, usual class: cytotoxic; AID 686970; HT-1080-NT fibrosarcoma viability, CellTiter-Glo ATP luminescence, 48 h; 360,000 compounds, 1.6% hits;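 also: NT is the 2HG producing partner of a matched IDH1 knockdown line; potency is read from the fitted curve at half-maximal effect; 0% = DMSO-treated cells and -100% = media-only wells without cells; nearly all actives have a fitted effect of over 55% in size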
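HT-1080-NT fibrosarcoma cells (2HG-overproducing), 750 cells/well in RPMI with 5% FBS, dosed after 2 h and incubated 48 h at 37C. CellTiter-Glo luminescence normalized to DMSO and no-cell wells; concentration-response curves fitted and classed.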
ATXN2 expr inh – reduces ATXN2 reporter expression in HEK-293 cells; HEK-293 ATXN2-luciferase reporter, luminescence, 24 h; Potency, µM (doses to about 57 µM), for inactives: top-dose activity change, negative = inhibition, hits mostly inhibitors; 360,000 compounds, 0.72% hits; also: potency is read from the fitted curve at half-maximal effect; % is scaled to controls: 0 for no effect and ±100 for the full control effect; nearly all actives have a fitted effect of over 55% in size
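ATXN2-luciferase reporter cells (luciferase flanked by upstream and downstream ATXN2 gene portions) were treated 24 h at 37 °C with compounds at up to 57 uM. SteadyGlo luminescence gave expression; GF-AFC fluorescence gave viability.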
KB-3-1 tox – kills parental KB-3-1 adenocarcinoma cells; KB-3-1 viability, CellTiter-Glo ATP luminescence, 72 h; Potency, µM (doses to about 46.1 µM), inactives show at the top dose activity change, negative = cytotoxic, actives largely listed as cytotoxic; 400,000 compounds, 1.4% hits; AID 1347075; also: potency is read from the fitted curve at half-maximal effect; % is scaled to controls: 0 for no effect and ±100 for the full control effect; nearly all actives have a fitted effect of over 60% in size
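Parental KB-3-1 adenocarcinoma cells in phenol-red-free DMEM with 10% FBS were pin-treated with compounds at several concentrations, incubated 72 h at 37 °C, and viability read by CellTiter-Glo luminescence; concentration-effect curves were fitted after normalization.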
SW480 rerep – DNA re-replication induction in SW480 cells | SW480 DNA re-replication, Hoechst DNA content imaging, 48 h | Potency, µM (doses to about 46.1 µM), for inactives: top-dose re-replication activation, hits mostly activators | 340,000 compounds, 1.8% hits; also: potency is read from the fitted curve at half-maximal effect; % of control where 0% means no effect; nearly all actives have a fitted effect of over 55% in size
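Hoechst fluorescence of nuclei (405 nm excitation, 500-530 nm emission) measured by plate-scanning imager after 48 hr compound exposure at 37 C; re-replication scored as increased number of nuclei with elevated intensity.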
IL-1B inflam inh – inhibitors of inflammasome signaling (IL-1 beta secretion) | THP-1 LPS/ATP IL-1B secretion, AlphaLISA, 16 h; active compounds read low | activity change, % at 57.5 µM | 360,000 compounds, 4.7% hits | AID 743279; in the data active = activity change below about -50%; inconclusive = mostly about -30% to -49%; also: % is scaled to controls: 0 for no effect and ±100 for the full control effect
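Secreted IL-1B measured by AlphaLISA bead assay after 16 h compound exposure of THP-1 cells; compounds (final up to 57.5 uM) added 1 h before LPS (250 ng/mL) and ATP (1.25 mM) stimulation; lower signal means less secretion.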
* hit, by the source's call; i = inactive; ? = inconclusive; . = no result given; [ ] = remark or other dose. Unless noted, calls follow the shape of the dose curve; as a rule, active = well fitted curve in the direction sought with a large enough effect; inconclusive = small, poorly fitted or top-dose-only effect, or another doubt; inactive = no such curve, though single readings can be large; an effect the other way counts as inactive or inconclusive. Compounds as they come; any-hit rate near 11%.

Values run as follows: HT1080-NT tox | IL-1B inflam inh | ATXN2 expr inh | MCF10A rereplic | HT1080 IDH1KD tx | KB-3-1 tox | ATXN viability | KB-V1 cytotox | SW480 rerep
1. COCCC(=O)N1CCCC(C(=O)c2ccc3c4c(cccc24)CC3)C1 (stereo unspecified)
    -7% | 27 | . | -2% | -3% | -7% | i | -3% | -14%
2. CC(=O)c1ccc(Sc2ccc(C(C)=O)cc2)cc1
    -1% | 0 | 52%[activator] | -5% | -22% | -25% | i | -29% | -7%
3. CCOC(=O)c1cc(-c2ccc(C)cc2)n(CCC(=O)NCCCOC)c1C
    5% | -5 | -12% | 11% | 1% | -8% | i | 1% | -2%
4. Nc1ccccc1N1C(=O)c2cccc3cccc(c23)C1=O
    -3% | 0 | . | 8.2µM* | -2% | -6% | i | ? | 18µM*
5. Cc1ccnc(NC(=O)c2cccc(NC(=O)c3ccc(Cl)c(Cl)c3)c2)c1
    13% | 42 | -10%[11.3 µM] | -22% | 12% | 2% | i | -5% | 3%
6. CCSc1nn(CC(=O)Nc2cccc(CC)c2)c(N)c1S(=O)(=O)c1ccccc1
    . | . | ? | . | . | ? | ? | 0% | .
7. CCn1c(=O)n(-c2cccc(Cl)c2)c(=O)c2sc3ccccc3c21
    . | . | 3% | . | . | 3% | ? | 17% | .
8. O=C(NNC(=O)c1ccc(Cn2cccn2)o1)NC12CC3CC(CC(C3)C1)C2
    0% | -12 | 3% | 4% | 0% | 11% | i | -3% | -12%
9. COc1ccc(-c2nnn(CC(=O)N(c3cccc(O)c3)C(C)C(=O)NC3CCCC3)n2)cc1OC (stereo unspecified)
    -8% | -13 | -1% | 6% | 0% | -1% | i | 10% | -66%[inhibitor]
10. O=C(O)CCC1(C(=O)O)CCC(=O)c2ccccc21 (stereo unspecified)
    8% | 1 | -11% | 1% | 13% | 0% | i | 16% | -7%
11. Cc1ccc2onc(CNC(=O)NCc3cccc(Cl)c3)c2c1
    . | . | -11% | . | . | 8% | ? | 12% | .
12. O=C(COc1ccc(Br)cc1CO)N1CCCc2ccccc21
    -6% | -11 | 18% | 12% | 0% | -2% | i | ? | -1%
13. Cc1ccc(S(=O)(=O)N2CCN(C(=O)CSc3nncs3)CC2)cc1
    -3% | 31 | -20% | 2% | -3% | 4% | i | 2% | -2%
14. COc1ccc(C=NNC(=O)CCCC(=O)NN=Cc2ccc(OC)c(OC)c2)cc1OC
    4% | -1 | -11% | -5% | 10% | -1% | i | 23% | -6%
15. CCOC(=O)N1CCC(NC(=O)c2ccc3c(c2)N=C(C)c2ccccc2S3)CC1
    -14% | 22 | -14% | -1% | -22% | -29% | i | 0% | -3%
16. COC(=O)c1ccc(NC(=O)Nc2ccc(OC)c(OC)c2)cc1
    7% | 44 | 1% | 1% | 19% | 3% | i | -1% | -8%
17. CC(NC(=O)C(=S)N1CCN(C)CC1)c1ccccc1 (stereo unspecified)
    9% | 14 | -11%[2.22 µM] | -20% | 7% | 11% | i | 29% | 0%
18. COc1ccc(C)cc1NC(=O)CCN1CCN(c2ccccc2F)CC1
    20% | 6 | -19% | -3% | -8% | 0% | i | -6% | -8%
19. COC(=O)[C@@H](NC(=O)Nc1ccc(S(N)(=O)=O)cc1)C(C)C
    -7% | 0 | -8% | -57%[inhibitor] | -1% | 0% | i | -6% | ?
20. O=C(OCc1ccccc1)N1CCC2CC1c1ccc(Cl)cc12 (stereo unspecified)
    2% | 48 | 22% | . | -4% | -8% | i | -14% | .
21. CCc1nnc(NC(=O)C2CCCN2C(=O)NC2CCCCC2)s1 (stereo unspecified)
    15% | 12 | 2% | 0% | 10% | 10% | ? | 2% | -13%
22. COc1ccc(CNC(=O)CCNC(=O)N2CCn3c2nc2ccccc23)cc1
    11% | -9 | 1% | -1% | 7% | 0% | i | 2% | -7%
23. O=C1c2ccsc2SCCN1Cc1ccccc1
    1% | -1 | 2% | ? | -4% | -13% | i | -10% | 18%
24. O=C1Nc2cc(C(=O)N3CCN(c4ccc(F)cc4)CC3)ccc2NC1CSCc1cccc(F)c1 (stereo unspecified)
    -20% | 19 | -3% | 1% | -17% | 11% | ? | 44% | 2%
25. CN(C)S(=O)(=O)c1ccc(NC(=O)C2COc3ccccc3O2)cc1 (stereo unspecified)
    7% | 14 | 3% | -1% | 7% | -1% | i | -1% | -4%
26. COCCNCc1nc2sc(C)c(-c3ccccc3)c2c(=O)[nH]1
    6% | -3 | -9% | ? | -2% | -1% | i | 0% | 27%
27. CCN1CCN(C(=O)c2cc3c(=O)oc4ccc(C)cc4c3s2)CC1
    0% | 22 | 3% | -9% | 11% | 6% | i | 7% | -1%
28. CN(CC(=O)Nc1ccc(OC(F)(F)F)cc1)C1CCCCC1
    -6% | ? | -16% | ? | -3% | 0% | i | 5% | 23%
29. O=C1/C(=C/c2ccccc2)SC(=S)N1CC(=O)N1CCCCC1c1cccnc1 (stereo unspecified)
    -2% | -24 | ? | 113% | -29% | -20% | ? | -3% | ?
30. Cn1nc(C(F)(F)F)c(-c2ccccc2)c1NC(=O)CCC(=O)O
    1% | . | -1% | -13% | 2% | 1% | i | 1% | -36%[inhibitor]
31. COc1ccccc1OCCCC(=O)NC(C)c1ccccc1 (stereo unspecified)
    -3% | -8 | . | 24% | -5% | -4% | i | -2% | -10%
32. CCOc1ccc(C2=NNC(c3cccnc3)=Nc3ccc(OC)cc32)cc1
    -3% | 0 | -12% | 28% | -1% | ? | i | 6% | 0%
33. CCC(C(=O)O/N=C(\N)c1ccc(Cl)cc1)c1ccccc1 (stereo unspecified)
    7% | -20 | 6% | 1% | 0% | 0% | i | 1% | -7%
34. CC(C)c1cc(Cn2c3ccccc3c(=O)n2C(C)CBr)on1 (stereo unspecified)
    -16% | 0 | 0% | . | 0% | -15% | i | 0% | .
35. Cn1c(=O)n(CCCOc2ccc(Br)cc2)c2ccccc21
    1% | -8 | 2% | 2% | -16% | -4% | i | ? | 2%
36. O=C(Cn1cc([N+](=O)[O-])cn1)NC1CCCCCC1
    17% | -14 | 3% | 0% | 11% | -6% | i | 3% | -30%
37. CCCN1Cc2cccc(C(=O)NCc3ccc4c(c3)OCO4)c2C1=O
    -13% | -16 | -4% | 29% | -20% | 0% | i | 0% | 24%
38. COc1ccc(NS(=O)(=O)c2ccc(N3CCCC3=O)cc2)cn1
    15µM* | 34 | ? | 10µM* | 18µM* | ? | i | ? | 21µM*
39. CCOC(=O)c1[nH]c(C)c(C(=O)NCc2cccnc2)c1C
    -7% | -4 | 7% | -12% | 1% | 14% | i | 1% | -2%
40. CN(C)CCN1C(=O)C(O)=C(C(=O)c2ccco2)C1c1ccccc1F (stereo unspecified)
    11% | 51 | -4% | 2% | 11% | 2% | i | 10% | -3%
41. Cc1ccc(-c2csc3nc[nH]c(=O)c23)cc1
    ? | -18 | 3% | 0% | 13% | -10% | i | -12% | -57%[inhibitor]
42. O=C(c1ccc([N+](=O)[O-])cc1)n1nc(-c2ccccc2)nc1NCc1ccccc1
    3% | -20 | 34%[activator] | 7% | 7% | -10% | i | 0% | ?
43. Clc1ccc2c(SCC3CO3)c3ccccc3nc2c1 (stereo unspecified)
    ? | ? | ? | ? | 18µM* | ? | . | 16µM* | ?
44. COCCn1cnc2c1c(=O)n(CC(=O)c1ccc3c(c1)OCCO3)c(=O)n2Cc1ccccc1
    3% | 38 | 25% | 0% | -11% | -1% | i | 0% | -86%[inhibitor]
45. COC(=O)c1sccc1S(=O)(=O)N1CCN(c2ccc(Cl)cc2)CC1
    . | . | -30% | . | . | 10% | i | 0% | .
46. CCSc1nnc2c(n1)OC(CC)N(C(C)=O)c1ccccc1-2 (stereo unspecified)
    . | . | 5% | . | . | 2% | ? | -33% | .
47. COc1cccc(CNC(=O)c2nnn(CC(=O)Nc3cc(C)ccc3C)c2N)c1
    ? | 19 | -11% | 6% | ? | 7% | i | 13% | ?
48. O=C(NCc1ccccc1)C1Cc2c(-c3ccc4c(c3)OCO4)ccnc2O1 (stereo unspecified)
    ? | 60 | 0% | . | 0.41µM* | 0.82µM* | ? | 1.2µM* | .
49. O=C(NN1C(=O)c2ccccc2C1=O)c1ccncc1
    0% | 27 | -7% | -2% | 0% | -1% | i | 4% | -29%
50. O=c1[nH]c2cc3c(cc2cc1CN(CC1CCCO1)S(=O)(=O)c1ccccc1)OCCO3 (stereo unspecified)
    0% | -10 | -27% | -5% | -22% | 0% | i | ? | -3%
51. N=c1n(CCN2CCOCC2)c2ccccc2n1Cc1ccccc1Br
    -10% | -28 | -28% | 5% | -10% | -8% | i | ? | -13%
52. Oc1c(C=Nc2ccc(Cl)cn2)sc2ccccc12
    11% | -11 | 102%[activator] | 2% | -4% | -7% | i | ? | 20%
53. O=C(COC(=O)c1ccc(Cl)nc1)NCc1cccs1
    -3% | 18 | -3%[11.3 µM] | -1% | 7% | 1% | i | -22% | -4%
54. O=S(=O)(O)c1cc(O)c2c(O)c(N=Nc3cc(Cl)ccc3O)c(S(=O)(=O)O)cc2c1
    ? | -30 | ? | -3% | ? | 15µM* | 8.9µM* | ? | 22%
55. COc1ccc(S(=O)(=O)Nc2ccc3c(c2)N(C(C)=O)CCC3)cc1
    -22% | 8 | -11% | 24% | -18% | -20% | i | -1% | 2%
56. C/C(CC(=O)Nc1cc(Cl)ccc1Cl)=N\NC(N)=S
    -8% | -22 | 3% | 5% | -4% | ? | i | -3% | 1%

Screening results from PubChem.
